CF NFkB block: blocks PAF-induced NF-kB reporter in cystic fibrosis cells. AID 588850. 360,000 compounds, 0.86% hits. inhibition, % at 5 µM. KKLEB NF-kB-GFP reporter, GFP fluorescence overnight;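 active = at least 50% inhibition at 5 µM, scaled per plate between neutral and stimulator controls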;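 note: PAF is a Pseudomonas aeruginosa culture filtrate used as stimulus; plate controls were PAF-stimulated DMSO wells for no effect and unstimulated DMSO wells for full effect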
KKLEB cytotox: reduces viability of KKLEB cystic fibrosis airway cells; 360,000 compounds, 0.36% hits; KKLEB CF airway cells viability, ATPlite luminescence, overnight; stronger effect = lower value; cells stimulated with P. aeruginosa culture filtrate; activity change (cytotoxicity), % at 5 µM;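 active = corrected activity change at or below -50% at 5 µM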
Peg3 promoter: Peg3 promoter activity inhibition. 360,000 compounds, 1.7% hits. inhibition, % at 20 µM. HeLa PEG-Prom luciferase reporter, luminescence, overnight;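 active = inhibition of at least 50% at 20 µM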
Shn3 3UTR inh: inhibitors of Schnurri-3 3'UTR reporter in osteoblasts | Clone20 osteoblast Shn3 3'UTR firefly luciferase, 24 h | 360,000 compounds, 0.52% hits | inhibition, % at 12.5 µM | AID 588674;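 active = mean inhibition of at least 75% with every replicate also reaching 75%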;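 note: 0% = median of neutral control wells and 100% = pilot-screen positive control compound; some compounds past the cut are filed as inactive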
iPSC survival up: hiPSC single-cell survival enhancement; survival enhancement, % at 20 µM; AID 602274; 360,000 compounds, 0.044% hits; ATPlite luminescence; 100% = ROCK inhibitor wells, 0% = DMSO; in the data active = survival enhancement above about 18%;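 note: cells exposed to compounds for 16 hours before the ATP read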
NR2E3 ag-1: agonists of human NR2E3 nuclear receptor; Q9Y5X4; CHO-S Gal4-NCOR/VP16-NR2E3 two-hybrid, luciferase; inhibition of corepressor binding, % at 3.98 µM; 360,000 compounds, 0.35% hits; AID 602229;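 active = inhibition above the mean of all tested compounds plus 3 SD, cut at about 70% in these data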;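 note: 0% = DMSO with NR2E3 transfected cells and 100% = cells lacking NR2E3 construct; higher means lower luciferase signal from less NR2E3 corepressor binding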
Target sequence (Q9Y5X4 whole entry, looked up, the tested form may be a part): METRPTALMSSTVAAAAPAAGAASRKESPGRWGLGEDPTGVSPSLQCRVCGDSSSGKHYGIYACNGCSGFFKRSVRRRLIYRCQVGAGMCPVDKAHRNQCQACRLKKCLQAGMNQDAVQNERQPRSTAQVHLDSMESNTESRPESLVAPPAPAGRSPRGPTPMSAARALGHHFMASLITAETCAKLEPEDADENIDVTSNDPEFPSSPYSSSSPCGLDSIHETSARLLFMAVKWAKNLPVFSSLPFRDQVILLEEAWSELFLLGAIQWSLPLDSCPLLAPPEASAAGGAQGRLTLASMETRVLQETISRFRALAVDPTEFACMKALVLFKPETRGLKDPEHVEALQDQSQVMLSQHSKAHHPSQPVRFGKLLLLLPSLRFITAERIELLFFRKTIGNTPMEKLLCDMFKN
HIF-2a inh: inhibitors of HIF-2a; 360,000 compounds, 0.72% hits; 786-0 RCC cells HIF-2a reporter, luciferase luminescence, overnight; inhibition, % at 18.8 µM;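 active = inhibition of the luminescence signal of 40% or more relative to plate controls, in a single-dose primary screen at 18.75 µM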
TRPM1 prom inh: inhibitors of MITF-driven TRPM1 promoter in melanoma cells. SK-MEL-5 TRPM1 promoter luciferase, 24 h. inhibition, % at 12.5 µM. 330,000 compounds, 0.83% hits. AID 488899;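 active = mean inhibition across replicates of 60% or more, whatever share of single replicates reaches that level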; note: values of inactives mirror those of a sister screen read the other way
EBV LMP1 NFkB: Epstein-Barr LMP1 NF-kappaB reporter inhibition; LMP1-induced NF-kappaB luciferase reporter cells, luminescence; inhibition, % at 12.5 µM; 350,000 compounds, 0.69% hits; AID 504558; in the data active = inhibition above about 41%;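 note: 0% = neutral control wells and 100% = reference inhibitor control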
NR2E3 ag-2: agonists of human nuclear receptor NR2E3; Q9Y5X4; GST-NR2E3/biotin-RetCOR TR-FRET, 1536-well; inhibition of corepressor binding, % at 4.78 µM; 320,000 compounds, 0.12% hits; AID 2300;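 active = percent inhibition above the cutoff of mean plus 3 SD of all tested compounds, set per screening campaign, cut at about 20% in these data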;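 note: 0% = DMSO wells and 100% = biotin wells as full block of FRET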
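Format: 1536-well format; test system: GST-NR2E3 and biotin-RetCOR proteins; read-out basis: percent inhibition of TR-FRET ratio; timing: 5 h incubation at 4 °C; detection: time-resolved FRET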
C8 TRAIL sens: caspase-8 TRAIL sensitization | NB7+C8 cells + TRAIL, ATPlite viability luminescence | inhibition (viability loss, TRAIL sensitization), % at 10 µM | 360,000 compounds, 1% hits | AID 624354;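 active = compounds causing at least 50% loss of cell viability in the single-dose screen, relative to plate controls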
* = called active by the depositor; x = no result given. This is a subset, so the mix of outcomes need not match the whole.

SMILES	CF NFkB block	KKLEB cytotox	Peg3 promoter	Shn3 3UTR inh	iPSC survival up	NR2E3 ag-1	HIF-2a inh	TRPM1 prom inh	EBV LMP1 NFkB	NR2E3 ag-2	C8 TRAIL sens
COc1cc2c(cc1OC)-c1nnnn1C(C)(C)C2	-11	2	-1	18	1.7	-3	21	8	13	3	-8
COc1ccc(/C=N/NC(=O)c2ccoc2C)cc1CN1CCN(c2ccc(F)cc2)CC1	-28	14	-81	29	0.8	-44	-99	-14	6	-4	4
COc1ccc(S(=O)(=O)Nc2ccc3c(c2)C(=O)N([C@@H](C)CO)C[C@H](C)[C@H](CN(C)S(=O)(=O)c2ccc(F)cc2)O3)cc1	9	4	-5	-7	-1.7	-6	-3	3	2	x	9
CCCNc1nc(C)cc(-c2cc(-c3ccc(Cl)cc3)on2)n1	13	9	-4	-2	-1.3	-25	-34	-19	0	3	-14
CCOc1cc2[nH]c(=S)n(Cc3ccc(C(=O)N4CCN(C)CC4)cc3)c(=O)c2cc1OCC	-43	16	105*	19	-0.3	-22	20	11	-7	0	-6
CN(N)c1ccc2c(C(F)(F)F)cc(C(F)(F)F)nc2n1	11	2	6	-15	5.0	0	2	-2	-1	2	0
CS(=O)(=O)N(CC(=O)N1CCCCC1)Cc1ccccc1	-4	-9	-6	-21	0.3	5	24	8	-1	-2	23
COc1cccc(NC(=O)c2sc3nc4n(c(=O)c3c2C)CCC4)c1	-22	-5	-211	-73	-0.1	-50	-225	-69	-13	1	3
CCOC(=O)COc1nc(C)c(Br)c(OC)n1	2	6	-15	-55	5.6	6	-9	-5	-2	6	-1
COc1nc(-c2ccccc2Cl)ccc1C#N	-4	-2	16	-6	-4.3	7	-18	1	-4	3	-4
CCN(CC)CCC(c1cc(OC)c(OC)c(OC)c1)c1c(OC)cc(OC)c2c(-c3ccccc3)cc(=O)oc12 (configuration not stated)	4	2	27	-7	-4.4	10	-26	48	-6	0	4
Cc1cc2cc(CN(Cc3ccc4c(c3)OCO4)C(=O)c3ccco3)c(=O)[nH]c2cc1C	1	0	15	11	-1.0	-13	22	0	-1	-1	-13
COc1ccc(NC(=O)Nc2ccc(C(=O)N3CCOCC3)cc2)cc1OC	0	-1	11	-4	-0.4	17	19	0	2	1	0
COc1cc(OC)c(C(=O)Nc2cc(S(=O)(=O)N3CCOCC3)ccc2N2CCN(C)CC2)cc1OC	-32	7	7	-13	-0.2	19	6	-19	0	x	3
COC(=O)COc1cccc2c(=O)n(CC(=O)N3CCCCC3)ccc12	-8	-7	3	4	-0.6	-13	7	0	-2	2	3
O=C(O)Cc1ccc(NC(=S)Nc2cccc(Cl)c2Cl)cc1	-1	3	1	-10	4.3	-3	14	17	8	0	0
Cc1c(NC(=O)/C=C/C(=O)O)cccc1[N+](=O)[O-]	23	0	8	-7	0.6	-13	5	9	7	-2	16
Cc1ccc(S(=O)(=O)CCSc2n[nH]c(=O)n2-c2ccccc2)cc1	10	-6	4	15	0.0	11	13	x	x	1	-10
CCOc1ccc(/C(C)=N/NC(=O)c2nnn(-c3nonc3N)c2-c2cccs2)cc1	6	12	-8	8	1.8	-6	10	0	-2	1	8
CCN(C[C@H]1N[C@@](Cc2ccccc2)(C(=O)OC)[C@H]2C(=O)N(Cc3ccccc3)C(=O)[C@@H]12)S(=O)(=O)c1ccccc1	17	4	0	31	-0.8	1	11	9	5	x	14
CCOc1ccc(C2c3c(oc4ccccc4c3=O)C(=O)N2CCCN2CCOCC2)cc1 (configuration not stated)	-3	-2	-32	-11	1.0	-36	-46	-8	4	3	-2
CN(C)CCNc1nc2sc3c(c2c(=O)n1Cc1ccccc1)CCCCC3	11	-1	34	-4	-0.7	18	-11	4	7	x	7
Cc1ccc(S(=O)(=O)Cc2ccc(C(=O)N3CCN(c4cccc(C)c4C)CC3)o2)cc1	36	-15	15	38	-1.4	20	28	1	21	-1	9
COCCN1C(=O)C(=O)/C(=C(/O)c2ccc(OC(C)C)cc2)C1c1cccnc1 (configuration not stated)	-4	3	2	-10	1.1	-5	13	1	-2	18	3
O=C1NN(CCO)C(=S)Nc2ccccc21	-39	6	7	-18	-1.2	17	12	x	-9	x	-8
Cc1ccc2nc(SCC(=O)NC3CCCC3)nc(=O)n2c1	1	8	7	5	-0.3	-29	24	-1	0	2	3
CC1(C)Cc2cccc(OCC(=O)N3CCN(S(=O)(=O)c4ccccc4)CC3)c2O1	8	-8	14	17	1.9	6	21	9	-2	0	-5
CSc1nc2n(n1)C(c1cccc(F)c1)C(C(=O)Nc1ccc(C)cc1C)=C(C)N2 (configuration not stated)	-14	4	8	8	-2.3	-17	10	2	-8	-2	-16
N#CC1=C(N)NC(SCC(=O)c2ccc(Cl)cc2)=C(C#N)C12CCCC2	-7	0	25	17	0.6	-23	-65	-14	4	1	2
C=C1CCN([C@@H](Cc2ccccc2)C(=O)NCc2ccc(Cl)c(Cl)c2)S(=O)(=O)c2ccccc21	8	-5	13	7	-3.1	6	13	-3	1	0	-10
COC(=O)c1sccc1N/N=C/c1cccc(Oc2ccccc2)c1	-5	14	-123	-51	-0.2	-77	-83	-71	-24	-2	7
CCCN(CCC)c1nc(N)c(C#N)c(CC#N)c1C#N	12	-5	11	-9	-0.3	-21	9	5	13	-4	-2
COc1ccc(Cl)cc1S(=O)(=O)N1CCN=C1c1ccccc1	24	-10	24	7	-0.5	-14	7	-12	-2	-4	3
CC1(c2ccc3ccccc3c2)CCC(=O)O1 (configuration not stated)	-35	19	-6	5	1.2	12	-2	3	-24	x	-3
Cc1ccc(NC(=O)CSc2nnc(-c3ccncc3)n2C)cc1C	17	1	-4	2	0.9	5	12	-1	-9	-1	-15
COc1ccccc1OCCNC(=O)C1CC(=O)N(Cc2ccc(C)cc2)C1 (configuration not stated)	20	-29	8	2	0.3	-8	16	6	3	-4	13
Cc1ccc2c(c1)CCCN2CC(=O)Nc1cc(S(=O)(=O)N2CCCC2)ccc1Cl	3	-3	8	11	2.5	-5	4	14	7	4	-5
CCN(CC)CCCNC(=O)CCC(=O)Nc1ccc2nc(N3CCC(C)CC3)cc(C)c2c1	2	-10	-21	x	-0.4	-20	-38	-8	-22	0	6
CC(=O)NCCNC(=O)CCNC(=O)c1ccc(Cl)cc1	-8	7	10	-13	0.9	-16	15	9	-5	-2	-12
CSCCC(NC(N)=O)C(=O)Nc1ccc(F)c(Cl)c1 (configuration not stated)	-7	-5	6	0	0.5	11	14	4	1	-3	-1

The list goes on; it opens with the two that closed the last part.
SMILES	CF NFkB block	KKLEB cytotox	Peg3 promoter	Shn3 3UTR inh	iPSC survival up	NR2E3 ag-1	HIF-2a inh	TRPM1 prom inh	EBV LMP1 NFkB	NR2E3 ag-2	C8 TRAIL sens
CC(=O)NCCNC(=O)CCNC(=O)c1ccc(Cl)cc1	-8	7	10	-13	0.9	-16	15	9	-5	-2	-12
CSCCC(NC(N)=O)C(=O)Nc1ccc(F)c(Cl)c1 (configuration not stated)	-7	-5	6	0	0.5	11	14	4	1	-3	-1
O=C(CN1C(=O)NC(c2ccccc2)(c2ccccc2)C1=O)NC1CCCC1	-20	-4	4	-11	-1.9	-26	16	6	4	-2	4
Cc1ccccc1NS(=O)(=O)c1ccc(Cl)cc1	1	-4	15	-23	-1.4	20	15	0	1	0	4
COc1ccc(-c2oc(NC(=O)CSc3nncn3C)c(C#N)c2-c2ccc(OC)cc2)cc1	-5	0	24	-1	-0.6	-29	11	8	2	1	-4
Cc1cc(C)c(OCCOCCN2CCCC2)c(C)c1	-11	-1	13	16	-0.7	12	11	8	4	-3	-4
CC(C)(C)NC(=O)CN(C(=O)C(=O)Nc1ccc2c(c1)OCCO2)C1CC1	6	11	-2	0	-0.7	-26	2	9	-12	8	-23
CCCn1nc(C(=O)OCC(=O)Nc2cccc(OC)c2)c2ccccc2c1=O	5	1	1	-22	-1.1	-16	4	0	-6	2	-2
C/C=C(\C)CN1CCCC(N(C)CCc2ccc(OC)c(OC)c2)C1 (configuration not stated)	-5	6	-2	14	0.3	2	11	-11	8	0	15
CC(C)(C)OC(=O)N1CCC(C(=O)N[C@H](C(=O)O)c2ccccc2)(c2ccccc2)CC1	8	-9	7	8	1.8	-43	10	6	-7	1	-1
COc1ccccc1C1CC(=O)NC(C)=C1C(=O)OCC1CCCO1 (configuration not stated)	6	-3	14	2	1.3	-9	19	7	1	1	-12
COc1ccc(CCN(C)C(=O)CSc2nnnn2C)cc1OC	-1	4	12	18	0.7	0	9	8	0	-2	-1
C/C(=N\NC(=O)c1c(Br)c(C)nn1C)c1ccc(NC(=O)c2ccoc2C)cc1	-13	15	-218	-65	-0.8	-118	-49	-42	-6	-1	1
CCOC(=O)Cc1c(C)nc2cc(-c3ccc(C(C)(C)C)cc3)[nH]n2c1=O	18	-34	-45	-29	-1.3	-7	-46	-6	-8	9	26
Brc1ccc(OCCOCCN2CCOCC2)cc1	-8	-7	-12	-5	-0.9	-2	-6	-13	-3	7	9
Nn1c(Cc2cccc3ccccc23)nnc1SCC(=O)NC1CCS(=O)(=O)C1 (configuration not stated)	8	-3	10	-19	0.4	-30	5	-5	15	-3	-4
COCCN(CCOC)C(=O)C1CCCN(S(=O)(=O)c2ccc(NC(=O)OC)cc2)C1 (configuration not stated)	1	6	17	-11	1.0	8	17	1	-22	0	7
N/C(=N\O)c1ccc(Oc2ccccc2Cl)c([N+](=O)[O-])c1	-11	2	-9	10	-0.5	11	-14	-8	1	4	-10
CCCOc1ccc(C(=O)CCC(=O)Nc2ccc(N3CCN(C)CC3)cc2)cc1	-14	-1	-35	-2	0.0	-4	-8	5	0	6	12
CCOC(=O)N1CCC(NC(=O)C2CCCCN2S(=O)(=O)c2ccc(F)cc2)CC1 (configuration not stated)	23	-4	7	-4	0.1	-3	9	1	-10	4	-1
CC(C)CN(C(=O)CCC(=O)OC(C)C(=O)Nc1cccc(C#N)c1)c1c(N)n(CC(C)C)c(=O)[nH]c1=O (configuration not stated)	-26	27	12	-14	2.2	0	2	0	2	-1	-1
Cc1cc(C)cc(C(=O)Oc2cc(C)[nH]c(=O)c2[N+](=O)[O-])c1	5	9	0	1	-0.5	-15	2	2	0	2	7
NC(=S)NC(c1ccccc1)c1ccncc1 (configuration not stated)	-4	-4	4	-1	-0.4	5	19	-4	-2	2	2
O=C1c2ccccc2C2N1CCCN2C(=O)c1sc2ccccc2c1Cl (configuration not stated)	3	-23	-253	-1	-0.8	-8	-306	x	-27	x	13
Cc1ccc(C(=O)NNC(=O)COc2ccc(Cl)cc2C)o1	-3	-3	-32	-14	-0.4	10	-17	-2	0	3	4

Screening data as filed in PubChem.
